Compound activity (PubChem BioAssay)
CBFb-RUNX1 inh – inhibitors of human CBF-beta and RUNX1 interaction; Q01196+Q13951; AlphaScreen CBFb-His/RUNX1-biotin binding, biochemical; Potency, µM (highest dose often 59.8 µM), inactives show top-dose activity, negative = inhibition, usual class: inhibitors; 230,000 tested, under 10 active; AID 1477; note: % of control where 0% means no effect
Target sequence (Q01196 whole entry, looked up): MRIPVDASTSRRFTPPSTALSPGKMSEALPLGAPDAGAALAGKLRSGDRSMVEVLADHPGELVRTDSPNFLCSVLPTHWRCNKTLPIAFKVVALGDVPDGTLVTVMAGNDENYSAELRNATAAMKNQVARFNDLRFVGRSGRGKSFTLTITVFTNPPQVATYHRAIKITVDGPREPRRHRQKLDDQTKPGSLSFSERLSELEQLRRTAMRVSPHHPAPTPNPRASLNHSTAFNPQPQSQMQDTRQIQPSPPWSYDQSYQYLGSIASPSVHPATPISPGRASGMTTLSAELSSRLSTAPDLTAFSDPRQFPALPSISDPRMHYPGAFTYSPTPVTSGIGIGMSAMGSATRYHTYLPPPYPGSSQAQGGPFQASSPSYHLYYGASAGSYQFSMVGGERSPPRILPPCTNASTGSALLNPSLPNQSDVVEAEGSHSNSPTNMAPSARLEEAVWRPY
Target sequence (Q13951 whole entry, looked up): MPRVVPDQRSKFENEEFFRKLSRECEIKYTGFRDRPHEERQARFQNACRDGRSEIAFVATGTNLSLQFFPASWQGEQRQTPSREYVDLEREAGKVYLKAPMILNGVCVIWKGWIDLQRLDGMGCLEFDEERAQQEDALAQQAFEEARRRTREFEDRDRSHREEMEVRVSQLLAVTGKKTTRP
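Room-temperature protein-protein interaction test with 30 nM each of His-tagged CBF-beta and biotinylated RUNX1, 15 min with compound, then 90 min with nickel plus streptavidin beads. Signal read in AlphaScreen mode.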
LMNA splice mod – changes lamin A minigene splicing in HeLa cells. AID 1487. HeLa LMNA splicing GFP/RFP minigene ratio, 48 h. Potency, µM (series often up to 46.1 µM), without a hit: at the highest dose ratio change, negative = inhibition, actives largely listed as inhibitors. 0.01% of 200,000 active; active = well fitted inhibition curve with a large enough effect in the signal ratio, with a control signal flat, not every such curve was filed as active; inconclusive = small, poorly fitted or top-dose-only effect, or effect the other way, or a change in a side signal; the % refers to the signal ratio; note: potency is the fitted concentration of half-maximal effect; % is set by controls: 0 for no effect and ±100 for the full control effect
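S3 HeLa cells stably expressing lamin A-EGFP splicing minigene plus DsRed2, 600 cells/well, 48 h compound exposure at 37C. Laser-scanning cytometry; analysed as GFP (500-530 nm)/RFP (575-640 nm) total intensity ratio; 0.5% DMSO vehicle.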
Luc counter – counter-screen: inhibitors of Kinase-Glo firefly luciferase; Kinase-Glo luciferase, ATP luminescence, 8 min; Potency, µM (doses to about 38.3 µM), for inactives: at the top dose activity change, negative = inhibition, most hits filed as inhibitors; 0.28% of 200,000 active; note: potency is the fitted concentration of half-maximal effect; % is set by controls: 0 for no effect and ±100 for the full control effect; nearly all actives have a fitted effect of over 60% in size
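Light output from Kinase-Glo luciferase with luciferin and 10 uM ATP in 50 mM imidazole pH 7.2, KCl, MgCl2, Tween 20, BSA; compound pin-delivered, 8-min ambient incubation, then luminescence read.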
IMPase Li cell – IMPase inhibition in cells with lithium potentiation; Potency, µM (doses to about 59.4 µM), for the others: top-dose activity, negative = IMPase inhibition, hits mostly inhibitors; AID 1457; CHO-M1 cells, IP1 TR-FRET (IP-One), carbachol + lithium; 0.35% of 210,000 active;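 note: IP1 builds up when IMPase is blocked and the TR-FRET signal falls; potency is the fitted concentration of half-maximal effect; plate controls were basal vehicle for no effect and high inhibitor control for full effect; nearly all actives have a fitted effect of over 50% in size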
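CHO cells stably expressing M1 receptor (2000/well) were cultured 16–30 h, then exposed to compounds with a small lithium addition for 30 min at 37C. IP1 was measured by TR-FRET competition; AC50 from Hill fits.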
HTT aggregate – reduces HttQ103-GFP aggregates in PC12 cells | Potency, µM (titrated, usually from 46.1 µM), for the others: at the highest dose activity change, negative = inhibition, most hits filed as inhibitors | AID 1688 | 1.1% of 220,000 active | PC12 HttQ103-GFP aggregates, Acumen cytometry, 40 h; note: potency is the fitted concentration of half-maximal effect; % is set by controls: 0 for no effect and ±100 for the full control effect; nearly all actives have a fitted effect of over 60% in size
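Multiplexed with ATP-based cell death, this channel scores GFP aggregates in PC12 cells expressing inducible HTTex1-Q103-GFP. Induction used 100 nM tebufenozide; compounds were tested in concentration series.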
Epigenetic reg – derepresses silenced GFP reporter in murine cells; Potency, µM (doses to about 53.9 µM), without a hit: at the top dose GFP activation, most hits filed as activators; 0.2% of 280,000 active; murine LDR cells, GFP reporter derepression, 30 h; note: potency is the fitted concentration of half-maximal effect; % of control where 0% means no effect; nearly all actives have a fitted effect of over 60% in size
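GFP-positive cell count by laser-scanning cytometry (objects 20–120 um) after 30 h, 37 C compound exposure of murine LDR cells; reporter is CMV-GFP integrated at a silenced locus, inducible by HDAC or DNMT inhibitors.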
NPSR antagonist – neuropeptide S receptor (human) antagonism, cAMP; Q6W5P4; CHO-NPSR cells, cAMP TR-FRET, antagonist mode; Potency, µM (top dose mostly 38.3 µM), for inactives: at the highest dose activity change, negative = inhibition, most hits filed as inhibitors; 1% of 220,000 active; note: potency is the fitted concentration of half-maximal effect; % is set by controls: 0 for no effect and ±100 for the full control effect; nearly all actives have a fitted effect of over 50% in size; many of its hits are not listed in these tables
Target sequence (Q6W5P4 whole entry, looked up): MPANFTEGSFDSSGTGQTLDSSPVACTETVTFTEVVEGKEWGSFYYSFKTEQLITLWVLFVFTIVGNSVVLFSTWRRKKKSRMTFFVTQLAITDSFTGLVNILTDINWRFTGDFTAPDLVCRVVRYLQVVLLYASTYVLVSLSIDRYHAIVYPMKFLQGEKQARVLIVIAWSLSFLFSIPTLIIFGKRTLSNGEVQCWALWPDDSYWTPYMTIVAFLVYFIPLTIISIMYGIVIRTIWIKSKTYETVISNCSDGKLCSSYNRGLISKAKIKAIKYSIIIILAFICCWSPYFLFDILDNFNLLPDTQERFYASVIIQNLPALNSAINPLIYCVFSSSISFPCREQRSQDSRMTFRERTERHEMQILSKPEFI
The depositor's hits bear a star; ? = inconclusive; . = no result given; & = joins results of further samples; [ ] = dose if it differs, or a comment. Unless noted, calls come from the whole dose curve; as a rule, active = well fitted curve in the direction sought with a large enough effect; inconclusive = small, poorly fitted or top-dose-only effect, or another doubt; inactive = no such curve, though single readings can be large; an effect the other way counts as inactive or inconclusive. These rows are one share of the data; count on the stated rates, not on these rows.

SMILES | CBFb-RUNX1 inh | LMNA splice mod | Luc counter | IMPase Li cell | HTT aggregate | Epigenetic reg | NPSR antagonist
O=C1CCN(S(=O)(=O)c2ccccc2)CCN1CCOCc1ccc(Cl)cc1 | -17% | . | . | . | 3%[9.22 µM] | -1.4% | 22%
Cc1cc(C)cc(NC(=O)C2CCCN2C(=O)NC2CCCCC2)c1 (stereo not drawn) | 1% | -2%[46 µM] | -1% | 18% | 12%[9.22 µM] | -5.8% | -54%
COc1ccc(S(=O)(=O)CCc2nnc(NC(=O)c3cccs3)s2)cc1 | 6% | 4% | -2% | ? | 6% | -0.3% | -10%[46.1 µM]
O=C(COC(=O)c1ccc(Br)o1)NCCCc1ccccc1 | 1% | 7% | -6% | 5%[38.3 µM] | 26% | 1.9% | -1%[46.1 µM]
CCCCCCCSc1nnc(N)s1 | -6% | . | . | . | -1%[9.22 µM] | 1.4% | -4%
Cc1cc(C(=O)CN2CC(C)OC(C)C2)c(C)n1-c1ccccc1 (stereo not drawn) | 9% | -11% | -2% | 23%[38.3 µM] | 14% | 1.5% | -5%[46.1 µM]
CCOC(=O)C1C(=O)NCC2CCCC21 (stereo not drawn) | 4% | -6% | 2% | 12%[38.3 µM] | 8% | 2.0% | -2%[46.1 µM]
COC(=O)c1ccc(C(=O)OC)c(NC(=O)C(C)C)c1 | 6% | 8%[46 µM] | 1% | 4% | -15% | -1.2% | 23%
c1ccc(C2CCCN(Cc3nc(CC4CC4)no3)CC2)cc1 (stereo not drawn) | -7% | ? | -2% | 8% | 11%[9.22 µM] | 1.1% | 1%
CCOC(=O)C1=C(C)c2ccccc2OC1C(=O)OCC (stereo not drawn) | 15%[89.1 µM] | . | 2%[39.9 µM] | 15% | . | 0.2% | .
Cc1nnc(N2CCN(c3ccccc3)CC2)[nH]c1=O | 6% | 3% | -1% | 13%[38.3 µM] | -10% | 0.0% | -6%[46.1 µM]
CS(=O)(=O)Nn1cnc2ccccc2c1=O | -2% | 6% | 1% | 30%[38.3 µM] | 12% | -1.0% | -4%[46.1 µM]
COc1ccc(S(=O)(=O)Nc2c(C)nc3nc[nH]n3c2=O)cc1 | -6% | . | . | 4% | 26% | 1.1%&-3.4% | 9%
Cc1ccc(OCC(=O)N2N=C(c3ccc(Cl)cc3)CC2c2ccco2)c([N+](=O)[O-])n1 (stereo not drawn) | -23% | 9%[46 µM] | -2% | 6% | -20% | -0.4% | -35%
CC(=O)OCC1OC(OC(C)=O)C(NC(=O)c2cccnc2)C(OC(C)=O)C1OC(C)=O (stereo not drawn) | 3% | 18% | 3% | 4% | ? | -0.9% | 10%
Cc1ccc(NC(=O)C2CCCCC2)c(O)c1 | -3% | . | -4% | 4% | -1%[9.22 µM] | 1.0% | -13%
CC(=O)c1cnc(-c2cccc(Cl)c2)s1 | -3% | . | -1% | 2% | 14% | -4.3% | 2%
CCOC(=O)C1(Nc2nccs2)Sc2ccccc2NC1=O (stereo not drawn) | -1% | ? | -3% | -1%[38.3 µM] | -24% | 1.5% | -17%[46.1 µM]
COC(=O)c1cccc(NCN2C(=O)c3ccccc3C2=O)c1 | 2% | 5% | -6% | -2%[38.3 µM] | 4% | -2.9% | 1%[46.1 µM]
O=C(C/C=N\OCc1ccc([N+](=O)[O-])cc1)Nc1ccc(F)cc1F | 0% | 20%[46 µM] | -1% | 3% | 0% | 1.1% | -4%
C/C(=N\N=C1/NC(=O)C(C)S1)c1ccc([N+](=O)[O-])cc1 (stereo not drawn) | -12% | 10% | -3% | 1% | -5% | -2.0% | -6%
N#C/C(=C\C1=C(N2CCOCC2)C(=C\c2ccc(Cl)cc2)/CC1)C(=O)Nc1ccccc1F | 0% | -1% | -17% | -3% | ? | 0.9% | -3%
CNC1C(O)[C@@H]2OC(O[C@@H]3C(O)C(O)C(N)C[C@H]3N)C(N)C[C@H]2O[C@H]1O[C@@H]1OC(CO)C(N)C(O)C1O (stereo partly drawn) | 15% | . | -1% | 24% | . | -0.5% | .
Cc1cc(C)nc(-n2nc(C)c(Br)c2Nc2ccc(Br)cc2)n1 | 0% | -6% | -5% | 27%[38.3 µM] | -9% | 1.5% | -18%[46.1 µM]
COC(=O)NC1CSCC1OC(=O)CN1C(=O)c2ccccc2C1=O (stereo not drawn) | -5% | -2% | 0% | 20%[38.3 µM] | 10% | 0.9% | 0%[46.1 µM]
CCc1cccc(C)c1NC(=S)N(CCN(C)C)Cc1cccs1 | 5% | . | 0% | 1% | -2% | 0.0% | -9%
O=S(=O)(CCc1nc2ccccc2o1)c1ccc(Cl)c(Cl)c1 | 6% | -2% | 0% | 9%[38.3 µM] | -1% | 0.0% | -18%[46.1 µM]
CC(C)C(=O)NCCc1nc2ccccc2n1CCCOc1ccc(Cl)cc1 | -1% | 11% | -6% | 9%[38.3 µM] | -38% | 2.2% | -17%[46.1 µM]
COc1ccc(C2CC(=O)N3CN(Cc4ccco4)CSC3=C2C#N)cc1 (stereo not drawn) | -15% | 8% | -7% | -7%[38.3 µM] | 6% | 0.0% | -8%[46.1 µM]
COc1ccccc1-c1ccc(SCc2ccc(F)cc2)nn1 | ? | . | -3% | 14% | -13% | -1.8% | -44%
CCn1c(CN2CCN(c3ccc(Cl)cc3)CC2)nc2ccccc21 | -17% | ? | -1% | -7% | ? | 1.2% | -16%[46.1 µM]
CSc1nc2n(n1)C(c1cc(Br)ccc1F)C(C(=O)N(C)C)=C(C)N2 (stereo not drawn) | 1% | 8% | -4% | -15%[38.3 µM] | 18% | -0.2% | ?
O=C(/C=C/c1ccc([N+](=O)[O-])cc1)NCCSc1ccccc1 | 3% | -12% | 1% | 8% | -24% | -1.9% | -23%[46.1 µM]
N=c1sccn1CC(=O)N1CCc2ccccc21 | 3% | -1% | -5% | -4%[38.3 µM] | 26% | -0.3% | -6%[46.1 µM]
Cc1nc2c(ccc3nc(NC(=O)c4ccc(S(=O)(=O)N(C)C)cc4)sc32)s1 | 4% | ? | -1% | -17%[38.3 µM] | 10% | -0.4% | -1%[46.1 µM]
Cc1oc2ccc(OCc3ccccc3F)cc2c1C(=O)O | 3% | 18% | -4% | 9%[38.3 µM] | 19% | 1.0% | -4%[46.1 µM]
Cc1ccc2nc(NC(=O)CCNS(=O)(=O)c3cccs3)sc2c1 | -5% | -7% | 2% | 2%[38.3 µM] | ? | 0.2% | -9%[46.1 µM]
CCc1cccc(NC(=O)CN2C(=O)NC3(CCCCCCC3)C2=O)c1 | 0% | -11% | -3% | -6%[38.3 µM] | -7%[9.22 µM] | -1.6% | -8%[46.1 µM]
CN1CCN(/N=C/c2ccc(Br)cc2)CC1 | -13% | 3%[46 µM] | -3% | 18% | 2% | -0.3% | 10%
CC(C)(C)c1ccc(C(=O)NCC(=O)OCN2C(=O)c3ccccc3C2=O)cc1 | 11% | -13% | 0% | -5% | 0% | 2.4% | -9%[46.1 µM]

Record cards (already shown). Values in the order: CBFb-RUNX1 inh, LMNA splice mod, Luc counter, IMPase Li cell, HTT aggregate, Epigenetic reg, NPSR antagonist
Listed for Cc1ccc2nc(NC(=O)CCNS(=O)(=O)c3cccs3)sc2c1 : -5%, -7%, 2%, 2%[38.3 µM], ?, 0.2%, -9%[46.1 µM]
Listed for CCc1cccc(NC(=O)CN2C(=O)NC3(CCCCCCC3)C2=O)c1 : 0%, -11%, -3%, -6%[38.3 µM], -7%[9.22 µM], -1.6%, -8%[46.1 µM]
Listed for CN1CCN(/N=C/c2ccc(Br)cc2)CC1 : -13%, 3%[46 µM], -3%, 18%, 2%, -0.3%, 10%

More compounds.
SMILES | CBFb-RUNX1 inh | LMNA splice mod | Luc counter | IMPase Li cell | HTT aggregate | Epigenetic reg | NPSR antagonist
CC(C)CCNc1nc2ccccc2nc1NS(=O)(=O)c1cccs1 | 26% | . | . | . | 5%[9.22 µM] | -1.6% | -4%
COc1cc(C2C(C#N)=C(N)OC3=C2C(=O)CC(C)(C)C3)ccc1OC(=O)N1CCOCC1 (stereo not drawn) | 6% | -12% | 5% | 10%[38.3 µM] | 15% | 3.2% | -1%[46.1 µM]
CCOCCCNC(=O)C(c1ccccc1)N(Cc1cccs1)C(=O)CNC(=O)c1ccccc1 (stereo not drawn) | 1% | -13% | 5% | 20% | -9% | 0.0% | 25%
COC(=O)c1sccc1NC(=O)C1CC=CCC1C(=O)O (stereo not drawn) | -1% | 6% | 5% | 10µM* | 3% | -1.8% | ?
Cc1cccc(N2CCN(Cc3nc(-c4ccc(F)cc4F)oc3C)CC2)n1 | -5% | ? | 3% | 5% | 24%[9.22 µM] | -1.0% | 25%
COc1ccccc1NS(=O)(=O)c1ccc(NC(=O)c2nc3nc(C)cc(C(F)F)n3n2)cc1 | -2% | -6% | -2% | 23%[38.3 µM] | 9% | 0.0% | -2%[46.1 µM]
COc1ccc(OC)c(S(=O)(=O)NCC(=O)O)c1 | 12% | . | . | . | -2%[9.22 µM] | -2.9% | 14%
O=S(=O)(c1cccc(C(F)(F)F)c1)N(CCCN1CCOCC1)Cc1cccs1 | 3%&13% | 8% | -8%&0% | 13%[38.3 µM] | -3%&-6% | 1.1%&-0.3% | -30%[46.1 µM]
CCC1(C)Cc2c(sc3nc(NC)n(C)c(=O)c23)CO1 (stereo not drawn) | 17% | 1% | -6% | -21%[38.3 µM] | -7% | -0.9% | -24%[46.1 µM]
COc1ccc(-c2oc3ccccc3c(=O)c2OCC(=O)O)cc1 | 13% | . | 1% | 0% | 16% | -0.3% | -28%
Nc1cccnc1-n1nc(C(F)(F)F)cc1C(F)(F)F | -2% | 12%[46 µM] | -1% | -3% | 5% | 5.3% | 12%
Nc1cc(N)nc(SCC(=O)NNC(=O)Cc2ccccc2)n1 | -12% | 16%[46 µM] | -2% | 5% | 18% | 0.6% | 17%
COc1ccc(C2c3ccc(O)cc3Oc3ncn4nc(-c5ccco5)nc4c32)cc1OC (stereo not drawn) | 1% | . | . | . | 8%[9.22 µM] | 22µM* | 18%
Cc1cc(NC(=O)c2cc(C3CC3)on2)n(-c2ccccc2)n1 | 22% | -9% | 0% | 17%[38.3 µM] | -5% | -0.8% | -14%[46.1 µM]
C=CCC1CCCCC12NC(=O)NC2=O (stereo not drawn) | -1% | 3% | -3% | 18%[38.3 µM] | -12% | 4.8% | -5%[46.1 µM]
Cc1ccc(NC(=O)c2ccc(Nc3c([N+](=O)[O-])cc([N+](=O)[O-])cc3[N+](=O)[O-])cc2)cc1 | 6% | ? | -1% | 7% | . | -1.9% | -24%
